PTAP TSG101 blk: blocks PTAP/TSG101 interaction to inhibit HIV-1 budding; Q99816; Fluorescence polarization, FITC-PTAP peptide / Tsg101 binding; Potency, µM (top dose mostly 115 µM), without a hit: at the top dose activity change, negative = inhibition, most hits filed as inhibitors; 340,000 tested, under 10 active; active means well fitted inhibition curve with a large enough effect in the main read-out, with a control signal flat, not every such curve was filed as active; inconclusive means small, poorly fitted or top-dose-only effect, or effect the other way, or a change in a side signal; inactive means no such curve, though single readings can be large or run the other way; further: potency means the concentration at half of the fitted maximal effect; % of control where 0% means no effect
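Compounds were pin-transferred onto Tsg101 binding domain (10 uM final) in HEPES pH 7.5 buffer, then FITC-PTAP peptide was added at 50 nM final. After 20 min at RT, polarization reported peptide displacement across a qHTS concentration series.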
Tb PFK inh: T. brucei PFK enzyme inhibition; T. brucei PFK, ADP-Glo luminescence; Potency, µM (top dose mostly 57.5 µM), for the others: top-dose activity, negative = inhibition, most hits filed as inhibitors; 330,000 tested, 0.17% active;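 further: potency means the concentration at half of the fitted maximal effect; 0% = uninhibited 1x PFK enzyme wells and -100% = no-enzyme wells; nearly all actives have a fitted effect of over 60% in size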
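1.25 nM PFK with 0.5 mM F6P and 0.1 mM ATP in 0.1 M TEA pH 8.0, 5 mM MgCl2, incubated 45 min at room temperature; ADP measured by ADP-Glo luminescence; compounds titrated up to 57 uM.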
BCR signal inh: chronic active BCR signaling inhibition; Potency, µM (doses to about 46.1 µM), for inactives: at the highest dose ratio change, negative = lower green/red ratio, most hits filed as inhibitors; ABC-DLBCL IkBa-CBG/CBR reporter, luminescence ratio, 4 h; 340,000 tested, 0.05% active; active means well fitted inhibition curve with a large enough effect in the signal ratio, with a control signal flat, not every such curve was filed as active; inconclusive means small, poorly fitted or top-dose-only effect, or effect the other way, or a change in a side signal; the % refers to the signal ratio;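 further: potency means the concentration at half of the fitted maximal effect; plate controls were basal doxycycline-induced cells for no effect and cells given 10 µM MG132 for full effect; MG132 reads +100%, hits lower the ratio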
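TMD8 human ABC-DLBCL cells with doxycycline-inducible IκBα–green luciferase fusion and unfused red luciferase, in 0.5% FBS medium; compounds up to 46 uM, 4 h at 37C. Green/red luminescence ratio, filter-overlap corrected, fitted to concentration-response curves.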
uPA generation: blocks generation of uPA at the cell surface; cell surface uPA generation assay, qHTS; 330,000 tested, 0.31% active; Potency, µM (top dose mostly 38.3 µM), for inactives: top-dose activity change, negative = inhibition, usual class: inhibitors; AID 540303; active means well fitted inhibition curve with a large enough effect; inconclusive means small, poorly fitted or top-dose-only effect; inactive means no such curve, though single readings can be large or run the other way; tested in mouse RAW 264.7 cells; further: potency means the concentration at half of the fitted maximal effect; on the % scale 0 is the no-effect control and ±100 the full control effect; nearly all actives have a fitted effect of over 55% in size
USP2a block: USP2a (human) protease inhibition; USP2 core, Ub-CHOP2 coupled fluorogenic reporter, 485/531; Potency, µM (top dose mostly 38.3 µM), inactives show at the highest dose activity change, negative = inhibition, hits mostly inhibitors; 330,000 tested, 0.01% active; AID 463254;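 further: potency means the concentration at half of the fitted maximal effect; plate controls were DMSO wells for no effect and full inhibition by NEM control for full effect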
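Cell-free coupled assay: 10nM USP2 core preincubated 30min RT with compound in Tris-HCl pH 8.0/CaCl2/CHAPS buffer, then 25nM Ub-CHOP2 and 25nM reporter substrate; fluorescence (Ex 485/Em 531) read after 60min RT, normalized to NEM inhibition, concentration-response curves fitted.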
Mito fusion yeast: blocks mitochondrial division or promotes mitochondrial fusion; Potency, µM (highest dose often 46.1 µM), inactives show at the highest dose growth rescue (activation), usual class: activators; 320,000 tested, 0.23% active; S. cerevisiae fusion-defective mutant growth rescue, CellTiterGlo 48 h;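 further: potency means the concentration at half of the fitted maximal effect; % of control where 0% means no effect; nearly all actives have a fitted effect of over 45% in size; temperature-sensitive fusion mutants such as fzo1-1 at 37 °C on non-fermentable ethanol glycerol medium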
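Luminescent cell viability in 1536-well qHTS format served as the measure of rescued growth in ts fusion-mutant S. cerevisiae cultured on non-fermentable YPEG for 48 hours at 37C.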
ELG1 DNA repair: inhibitors of ELG1-dependent DNA repair in HEK293T cells | HEK293T ELG1-luciferase reporter, luminescence, 16 h; DNA damage induced by 5-fluorouridine | Potency, µM (series often up to 46.1 µM), for inactives: top-dose activity change, negative = inhibition, usual class: inhibitors | 330,000 tested, 2.3% active | AID 504467; further: potency means the concentration at half of the fitted maximal effect; on the % scale 0 is the no-effect control and ±100 the full control effect; nearly all actives have a fitted effect of over 55% in size
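HEK293T cells expressing luciferase-tagged ELG1 (2,000/well) received 5-Fluorouridine plus compound or DMSO for 16 hr at 37 °C. Luciferase was read by ONE-Glo luminescence after 30 min at room temperature.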
TCR activator: T cell receptor activation | primary human leukocytes, anti-CD3, IL-2 HTRF, 48 h | Potency, µM (doses to about 9.22 µM), for inactives: at the top dose activation of IL-2 secretion, usual class: activators | 330,000 tested, under 10 active | AID 504894; further: % of control where 0% means no effect
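Human primary leukocytes + a-CD3 beads + cpd, 48 hr; IL-2 in supernatant by HTRF (ex 320nm / em 665nm). No co-stimulatory signal supplied.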
TSHR antagonist: blocks TSH signaling through the human TSH receptor | 330,000 tested, 0.2% active | activity change, negative = inhibition, % at 11.5 µM | TSHR-expressing cells, TSH-stimulated cAMP HTRF, 2 h; stronger effect = lower value | P16473;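 active means activity change below a set negative limit, meaning inhibition stronger than a set level, cut at about -70% in these data; inconclusive means activity change between two set negative limits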; further: on the % scale 0 is the no-effect control and ±100 the full control effect
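Cell-based HTRF cAMP assay; TSHR cells + compound, TSH EC80 (4nM final), 2 h, 37 deg C. Lysis with anti-cAMP cryptate and cAMP-d2, 30 min RT, read 665/620 nm.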
Eya2 inh: inhibitors of human Eya2 phosphatase activity | 330,000 tested, 0.006% active | Potency, µM (top dose mostly 76.9 µM), for inactives: top-dose activity, negative = inhibition, most hits filed as inhibitors | O00167 | recombinant Eya2, OMFP fluorescence dephosphorylation (OMFP is methylfluorescein phosphate); further: potency means the concentration at half of the fitted maximal effect; on the % scale 0 is the no-effect control and ±100 the full control effect
Target sequence (O00167 whole entry, looked up): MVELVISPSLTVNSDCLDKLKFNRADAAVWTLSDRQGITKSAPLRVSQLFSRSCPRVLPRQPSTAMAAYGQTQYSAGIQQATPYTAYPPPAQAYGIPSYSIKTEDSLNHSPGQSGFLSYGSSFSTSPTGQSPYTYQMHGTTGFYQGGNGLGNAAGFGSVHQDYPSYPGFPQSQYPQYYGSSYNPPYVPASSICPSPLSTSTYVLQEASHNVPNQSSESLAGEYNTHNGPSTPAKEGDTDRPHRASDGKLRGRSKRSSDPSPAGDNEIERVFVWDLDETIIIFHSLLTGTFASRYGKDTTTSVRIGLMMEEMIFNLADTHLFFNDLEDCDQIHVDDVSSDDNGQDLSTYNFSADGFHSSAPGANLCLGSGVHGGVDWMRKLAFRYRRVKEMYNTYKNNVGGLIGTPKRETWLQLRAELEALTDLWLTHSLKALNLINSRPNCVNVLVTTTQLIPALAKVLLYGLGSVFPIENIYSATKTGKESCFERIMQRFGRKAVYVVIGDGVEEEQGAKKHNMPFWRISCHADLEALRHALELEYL
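Eya2 protein (added as 0.2 uM solution) was preincubated with compound for 10 min at ambient temperature in 50 mM HEPES pH 7.5, 50 mM NaCl, 5 uM MgCl2, 0.05% BSA, 1 mM DTT. OMFP (added at 50 uM) then reacted 10 min; fluorescence read at 485/525 nm.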
B2AR arrestin: beta2AR (human) beta-arrestin recruitment activity. P07550. beta-arrestin recruitment to beta2AR, cell-based reporter. Potency, µM (series often up to 46.1 µM), for the others: at the highest dose activation, usual class: activators. 330,000 tested, 0.02% active;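 further: potency means the concentration at half of the fitted maximal effect; 0% = DMSO controls and full agonism = EC100 isoproterenol or metaproterenol; nearly all actives have a fitted effect of over 65% in size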
Target sequence (P07550 whole entry, looked up): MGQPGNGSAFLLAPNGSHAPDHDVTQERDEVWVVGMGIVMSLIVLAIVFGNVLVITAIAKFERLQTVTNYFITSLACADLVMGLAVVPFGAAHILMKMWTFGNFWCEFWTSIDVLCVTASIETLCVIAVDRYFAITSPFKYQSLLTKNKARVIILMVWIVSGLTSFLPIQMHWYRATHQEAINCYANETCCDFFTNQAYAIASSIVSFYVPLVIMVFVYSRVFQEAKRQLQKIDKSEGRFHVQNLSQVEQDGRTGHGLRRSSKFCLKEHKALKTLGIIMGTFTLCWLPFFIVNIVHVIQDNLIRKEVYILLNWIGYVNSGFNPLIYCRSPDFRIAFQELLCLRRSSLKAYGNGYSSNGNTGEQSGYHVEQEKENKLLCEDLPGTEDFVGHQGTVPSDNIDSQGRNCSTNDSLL
The depositor's hits bear a star; ? = inconclusive; / = not tested or not shown; [ ] = dose if it differs, or a comment. Unless noted, the call rests on the fitted dose curve; in most records, active means well fitted curve in the direction sought with a large enough effect; inconclusive means small, poorly fitted or top-dose-only effect, or another doubt; inactive means no such curve, though single readings can be large; an effect the other way counts as inactive or inconclusive.

Values run as follows: PTAP TSG101 blk	Tb PFK inh	BCR signal inh	uPA generation	USP2a block	Mito fusion yeast	ELG1 DNA repair	TCR activator	TSHR antagonist	Eya2 inh	B2AR arrestin
CC1Cc2cc(/C(O)=C3/C(=O)C(=O)N(CCCN(C)C)C3c3ccncc3)ccc2O1 (configuration not stated)
    -1%	-10%	0%	-1%	-6%	-3%	13%	3%	-3	-24%	-0.2%
OCCC1CN(Cc2nc3c(s2)CCCC3)CCN1Cc1ccsc1 (configuration not stated)
    0%	1%	-10%	-4%	-1%	2%	-4%	-4%	-10	5%	4.2%
C/C(=N\NC(=O)CCc1ccc(S(=O)(=O)N2CCOCC2)cc1)c1ccc(Br)cc1
    -1%	1%	6%	-6%	10%	-1%	15%	-13%	1	-7%	-1.0%
CS(=O)(=O)N(CC(=O)Nc1ccccc1C(=O)N1CCCC1)c1cccc([N+](=O)[O-])c1
    -1%	8%	1%	-2%	-1%	0%	6%	2%	-5	-9%	-0.5%
COCCNC(=O)C1CC2Cn3c(nc4cc5ccccc5cc43)C2N1C (configuration not stated)
    0%	-1%	8%	1%	0%	23%	27%	13%	23	?	0.2%
Cc1onc(-c2ccccc2)c1NC(=O)N(Cc1ccccc1)C(C)C
    -5%	1%	8%	-26%	-1%	2%	12%	-1%	-117*	7%	6.1%
Cc1cc(C)c2nc(C)cc(Nc3ccc(C(=O)N(C)C)cc3)c2c1
    -2%	0%	3%	-17%	0%	3%	-25%	-127%	-1	-6%	-0.6%
CCOC(=O)CSc1nnc(CNC(=O)c2cc(OCC)c(OCC)c(OCC)c2)n1C
    -4%	0%	-2%	/	3%	0%	6%	2%	-7	-14%	-0.3%
COc1ccc(Nc2nc(-c3ccccc3F)nc3ccccc23)cc1OC
    0%	9%	?	?	4%	-19%	23µM*	6%	-10	-3%	-0.1%
CCCn1c(C(O)c2cccc(OC)c2)nc2ccccc21 (configuration not stated)
    0%	1%	-2%	0%	3%	-6%	-5%	/	11	3%	0.5%
Cc1ccc(CNCC(O)c2ccccc2)s1 (configuration not stated)
    -2%	-21%	10%	-1%	0%	-1%	8%	2%	17	11%	0.2%
CCc1cccc(NC(=O)CSC2=NS(=O)(=O)c3ccccc32)c1
    -2%	0%	?	-16%	1%	5%	7%	10%	-1	7%	0.0%
Cc1ccc(NC(=O)O/N=C/c2ccc(F)cc2)cc1
    0%	-6%	1%	-3%	2%	2%	?	-2%	8	-6%	-0.4%
C[C@H](CO)N1C[C@H](C)[C@@H](CN(C)C)Oc2c(NS(=O)(=O)c3ccc(F)cc3)cccc2C1=O
    0%	-3%	-1%	-1%	2%	/	?	-9%	12	-16%	-0.2%
COC(=O)C1=C(C)N=C2SC(C)C(=O)N2C1c1cccc(F)c1 (configuration not stated)
    3%	0%	?	-2%	1%	2%	5%	7%	9	11%	0.0%
Cc1ccc(-c2csc3ncnc(Cl)c23)cc1
    0%	-1%	0%	-14%	6%	-11%	0%	-5%[46.1 µM]	-6	3%	-0.4%
Cc1ccc(-c2cccc(CN3CCN(C4CCN(C(C)C)CC4)C(CCO)C3)c2)o1 (configuration not stated)
    -3%	-9%	24%	5%	-2%	-3%	12%	3%	13	0%	-0.3%
CCC(C)(C(=O)NC1CCCCC1)N(C(=O)Cc1cccs1)c1ccccc1 (configuration not stated)
    -4%	0%	0%	-3%	4%	18%	-2%	0%[46.1 µM]	-17	-6%	-1.6%
Cc1ccc(N2C(=O)CS/C2=C(\C(Cl)=C(Cl)Cl)[N+](=O)[O-])cc1
    1%	-1%	?	-8%	-10%	1%	?	6%	2	6%	-0.4%
Cc1cccc(-n2c(Cc3cc(=O)[nH]c(=O)[nH]3)nnc2SC(C)C)c1
    -4%	0%	2%	11%	3%	2%	7%	-3%[46.1 µM]	13	-2%	-2.1%
COc1ccccc1N1CCN(CC(O)COc2c(OC)cccc2OC)CC1 (configuration not stated)
    -6%	12%	?	-4%	-1%	-3%	-1%	-4%	-4	-19%	0.1%
CCn1c(CCNC(=O)c2ccc(C)cc2)n[nH]c1=S
    -3%	-9%	4%	-2%	5%	0%	4%	5%[46.1 µM]	-7	4%	0.1%
COc1cc(C(=O)NCc2ccc(-c3nc4ccccc4s3)cc2)cc(OC)c1OC
    0%	-6%	?	-4%	-1%	-1%	?	7%[46.1 µM]	-14	0%	-0.4%
COc1ccc(C2=CC(c3ccc(F)cc3)n3nnnc3N2)cc1 (configuration not stated)
    0%	0%	9%	-6%	-1%	6%	4%	-6%	-5	-1%[15.4 µM]	-0.5%
Cc1noc(C)c1CSCC(=O)N1CCN(c2ccc([N+](=O)[O-])cc2)CC1
    1%	-10%	-4%	-7%	2%	-3%	21µM*	-1%	-16	20%	0.3%
COC(=O)CCC(=O)c1ccn(S(=O)(=O)c2ccccc2)c1
    -6%	0%	-3%	14%	0%	10%	14%	5%	2	4%	0.3%
CCOC(=O)c1c(N2C(=O)Nc3ccccc3N2O)n[nH]c1-c1cccc(OC)c1
    -2%	-1%	?	-1%	-7%	4%	?	-31%	4	0%	-0.2%
CC(=O)N1CCN(CC(=O)Nc2ccc(C)c(F)c2)CC1
    -2%	-1%	?	3%	2%	7%	6%	-6%	5	-6%	0.5%
CCn1c(-c2ccoc2C)n[nH]c1=S
    -8%	1%	0%	/	-2%	-7%	?	12%	8	?	-0.8%
O=C(NCc1cccnc1)c1ccccc1NS(=O)(=O)c1ccc(F)cc1
    /	0%	1%	6%	4%	3%	0%	5%	8	2%	-0.3%
Cn1c2ccccc2c2c(C(=O)N3CCN(c4ccc(F)cc4)CC3)cn(C3CCCC3)c(=O)c21
    -3%	-5%	?	-9%	3%	?	?	2%	-10	2%	0.2%
CC(=O)c1cccc(Nc2nc(N3CCOCC3)nc(N3CCOCC3)n2)c1
    2%	8%	?	26%	1%	0%	?	9%	-10	0%	-0.1%
CCOC(=O)C1=C(COC(=O)c2cccc(Cl)c2)NC(=O)NC1C (configuration not stated)
    -7%	-3%	-6%	2%	-2%	4%	19%	2%	-2	3%	-0.1%
Cc1ccc(NC(=S)N(Cc2ccccc2)C(C)C)cc1
    -1%	2%	-2%	-3%	1%	-3%	-21%	3%	14	1%	-0.7%
CC1(C)CC(=O)c2c(oc3ccc(NS(=O)(=O)c4cccc5cccnc45)cc23)C1
    1%	9%	4%	-5%	0%	-7%	?	10%	6	10%	-1.1%
O=C(NCCC1=CCCCC1)C1CCCN(S(=O)(=O)c2ccccc2)C1 (configuration not stated)
    1%	1%	?	1%	0%	5%	?	-2%	-42	-2%	-0.2%
COc1cc(/C=N/NC(=O)C(N)=O)cc(OC)c1O
    1%	4%	1%	3%	3%	-3%	1%	-7%	-2	6%	-0.7%
O=C(CN1C(=O)C2C3C=CC(C3)C2C1=O)NCC1COc2ccccc2O1 (configuration not stated)
    -2%	-1%	-23%	-3%	1%	-3%	9%	-12%	6	7%	0.2%
CC(C)(C)c1ccc(SCCc2ccncc2)cc1
    -6%	-6%	0%	1%	3%	-2%	13%	9%	-23	-21%	-0.5%
O=C(CC1SC(N2CCCCC2)=NC1=O)Nc1ccc(C(=O)NCCc2ccc(F)cc2)cc1 (configuration not stated)
    -5%	11%	-9%	2%	1%	-3%	-19%	6%	-2	-6%	-0.8%
CCOc1ccc(N=C(C)C2=C(O)c3ccccc3C2=O)cc1
    1%	0%	?	-6%	9%	-3%	?	3%	6	-22%	-0.1%
COCCNc1c(-c2ccc(OC)cc2)nc2ccc(Cl)cn12
    1%	3%	6%	3%	3%	-2%	-1%	2%	-2	-24%	-0.8%
Cc1cc(-c2nc3c4c5c(sc4[nH]c(=O)n3n2)CCC5)c(C)o1
    -2%	?	4%	-6%	4%	-1%	3%	-3%	3	-24%	-0.4%
O=C(NCC(=O)N1CCN(c2ccccc2O)CC1)C1CCCCC1
    -1%	1%	-5%	2%	-1%	20%	-7%	-6%	8	-44%	-0.7%

Source: PubChem (National Center for Advancing Translational Sciences (NCATS))
